Bioassay records: PubChem, National Center for Advancing Translational Sciences (NCATS)
TRHR agonist: activates the human TRH receptor. P34981. TRHR cells, calcium flux fluo-8, FDSS agonist mode. 360,000 compounds, 0.18% hits. activation, % at 2 µM; in the data active = activation above about 30%; also: 0% is about no effect
Target sequence (P34981 whole entry, looked up): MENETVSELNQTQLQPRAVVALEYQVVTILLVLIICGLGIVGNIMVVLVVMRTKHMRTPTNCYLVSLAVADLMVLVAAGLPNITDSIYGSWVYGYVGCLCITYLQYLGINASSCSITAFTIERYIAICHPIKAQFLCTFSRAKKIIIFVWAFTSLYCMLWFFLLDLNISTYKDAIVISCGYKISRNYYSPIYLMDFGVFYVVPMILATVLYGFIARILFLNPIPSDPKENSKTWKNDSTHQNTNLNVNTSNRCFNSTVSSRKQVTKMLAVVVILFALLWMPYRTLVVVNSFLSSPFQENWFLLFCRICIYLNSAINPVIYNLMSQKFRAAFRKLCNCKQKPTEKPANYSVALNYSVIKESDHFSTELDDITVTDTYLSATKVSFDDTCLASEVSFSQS
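In this calcium-flux screen, cells bearing human TRHR are dye-loaded with fluo-8, baselined for 10 cycles, then exposed to library compounds; positive kinetic calcium responses during the agonist phase mark hits, with TRH as control.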
RXFP1 ag: RXFP1 (human) receptor agonism; Q9HBX9; AID 2676; 370,000 compounds, 0.3% hits; Potency, µM (series often up to 57.5 µM), without a hit: at the highest dose activation, hits mostly activators; HEK293T-RXFP1 cAMP TR-FRET, 30 min; response scale: percent of porcine relaxin response, buffer zero; also: potency is read from the fitted curve at half-maximal effect; % is scaled to controls: 0 for no effect and ±100 for the full control effect; nearly all actives have a fitted effect of over 60% in size; many of its hits are not listed in these tables
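cAMP rise read by TR-FRET after 30 min, 37C compound exposure (up to 58 uM) in RXFP1-transfected HEK293 cells with Ro 20174 present. EC50 from Hill-equation fits, with 29 nM porcine relaxin as 100% and buffer as basal.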
RXFP1 antagonist: RXFP1 (human) relaxin receptor antagonism. AID 1259400. HEK293-RXFP1, relaxin-stimulated cAMP HTRF, 30 min; hits give low values. activity change, negative = inhibition, % at 57.5 µM. 350,000 compounds, 0.59% hits. Q9HBX9;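 active = activity change of -60% or lower, but not beyond a set lower limit; inconclusive = change between -60% and -40%, or beyond the set limit; inactive = change above -40%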; also: % is scaled to controls: 0 for no effect and ±100 for the full control effect
D1 potentiator: enhances dopamine response at the human D1 receptor | P21728 | HEK293 TREx D1 cells, calcium flux, dopamine EC20 potentiation | 360,000 compounds, 0.036% hits | potentiation, % at 10 µM | AID 504651; in the data active = potentiation above about 30%; also: 0% is about no effect
Target sequence (P21728 whole entry, looked up): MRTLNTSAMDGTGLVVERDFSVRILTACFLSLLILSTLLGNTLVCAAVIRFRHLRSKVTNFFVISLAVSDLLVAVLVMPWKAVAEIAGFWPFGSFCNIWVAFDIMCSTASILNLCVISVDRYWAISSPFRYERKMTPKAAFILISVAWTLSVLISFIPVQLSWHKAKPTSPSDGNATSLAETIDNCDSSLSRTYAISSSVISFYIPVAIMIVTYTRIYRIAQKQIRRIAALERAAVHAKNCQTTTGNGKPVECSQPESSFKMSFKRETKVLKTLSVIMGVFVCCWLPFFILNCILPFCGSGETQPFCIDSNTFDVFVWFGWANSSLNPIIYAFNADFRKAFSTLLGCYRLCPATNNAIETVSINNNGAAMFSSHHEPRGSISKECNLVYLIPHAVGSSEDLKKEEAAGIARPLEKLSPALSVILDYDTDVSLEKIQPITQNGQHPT
D1 antagonist: human D1 dopamine receptor antagonism; activity change, negative = inhibition, % at 10 µM; 360,000 compounds, 3.2% hits; P21728; HEK293 TREx D1 cells, calcium flux, dopamine EC80; hits give low values; AID 504652; in the data active = activity change below about -30%; also: % is scaled to controls: 0 for no effect and ±100 for the full control effect
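After overnight tetracycline induction at 30 C, force-coupled D1 HEK293 cells took up a no-wash calcium dye at room temperature. Compounds were added and monitored 180 s, and the response to EC80 dopamine was then recorded.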
Anesthetic bind: binds horse apoferritin like a general anesthetic | P02791 | apoferritin/1-aminoanthracene competitive binding, fluorescence | Potency, µM (titrated, usually from 77.5 µM), without a hit: at the highest dose activity change, negative = displacement, hits mostly inhibitors | 350,000 compounds, 0.074% hits | AID 485281; also: potency is read from the fitted curve at half-maximal effect; % is scaled to controls: 0 for no effect and ±100 for the full control effect; nearly all actives have a fitted effect of over 20% in size
Target sequence (P02791 2-175 limits assumed): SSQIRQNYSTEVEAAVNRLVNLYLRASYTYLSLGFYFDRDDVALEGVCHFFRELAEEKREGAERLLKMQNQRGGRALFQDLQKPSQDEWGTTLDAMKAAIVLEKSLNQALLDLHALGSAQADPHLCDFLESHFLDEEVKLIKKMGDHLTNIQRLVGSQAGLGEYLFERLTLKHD
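10 uM apoferritin + 50% sat. 1-AMA, PBS; cpd 10 min RT; Ex380/Em535 endpoint; normalized to free probe vs complex; 4-param Hill fit; propofol titration as pos. ctrl.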
TRHR enhancer: TRH receptor (human) allosteric enhancement. 360,000 compounds, 0.66% hits. P34981. enhancement, % at 2 µM. TRHR cells, fluo-8 calcium fluorescence, EC20 TRH enhancement; in the data active = enhancement above about 30%; also: 0% is about no effect
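Enhancer read-out: after compound pinning and an initial kinetic agonist-mode read, an EC20 of TRH (10 nM final) was injected and fluo-8 calcium signal (Ex 480/Em 530) followed at 1 s/cycle for 100 cycles in TRHR-expressing cells.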
D1 agonist: activates the human D1 dopamine receptor | P21728 | HEK293 T-REx D1 cells, calcium flux, agonist mode | activation, % at 2 µM | 360,000 compounds, 1% hits | AID 504660; in the data active = activation above about 30%; also: 0% is about no effect
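Agonism was scored from calcium flux recorded over 180 s (1 read/s) after pintool compound addition, following a 10-cycle baseline. Cells were inducible force-coupled HEK293 TREx D1, plated overnight at 30 C and loaded with no-wash calcium dye.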
D2 PAM: D2 dopamine receptor (human) potentiation; 340,000 compounds, 0.34% hits; potentiation, % at 10 µM; HEK293 T-REx D2, calcium flux, EC20 dopamine potentiation;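 active = potentiation over 3 SD above the plate norm, cut at about 30% in these data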; also: 0% is about no effect
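Calcium flux readout, no-wash dye, 1 read/s. Inducible HEK293 Trex D2 line, overnight 30 C. Compound alone 180 s (agonist flags), then EC20 dopamine, another 180 s to score potentiation.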
The depositor's hits bear a star; ? = inconclusive; · = no result given; [ ] = remark or other dose. Unless noted, calls follow the shape of the dose curve; as a rule, active = well fitted curve in the direction sought with a large enough effect; inconclusive = small, poorly fitted or top-dose-only effect, or another doubt; inactive = no such curve, though single readings can be large; an effect the other way counts as inactive or inconclusive.

SMILES | TRHR agonist | RXFP1 ag | RXFP1 antagonist | D1 potentiator | D1 antagonist | Anesthetic bind | TRHR enhancer | D1 agonist | D2 PAM
C[C@@]12C(=O)Nc3ccc(Br)cc3C(=O)N1[C@H]1c3cc(Br)ccc3OC[C@@H]1[C@@H]2c1ccccc1 | 0.5 | -0.4% | · | -5 | 5 | · | 0 | 3 | 7
COc1cc(NC(=O)c2ccc(-c3nc(COc4ccccc4)c(C)o3)cc2)cc(OC)c1 | 1.6 | -3.3% | -1 | -3 | -14 | 9% | 4 | 8 | -6
COc1ccccc1C(C)NC(=O)C1CCN(S(=O)(=O)c2cccs2)CC1 (stereo unspecified) | -0.4 | -1.5% | -6 | -3 | -25 | · | -3 | 2 | -9
CN(C(=O)COC(=O)c1ccccc1OCc1ccc(Cl)cc1)c1c(N)n(Cc2ccccc2)c(=O)[nH]c1=O | 1.2 | 0.4% | -18 | 6 | 7 | · | 2 | 12 | 9
CCNc1nc(NCC)n2c(SCC(=O)Nc3ccccc3)nnc2n1 | 0.2 | 0.6% | -18 | -2 | 3 | -10% | -9 | 0 | 9
CCCNC(=O)CS(=O)(=O)Cc1nc(-c2ccccc2C)oc1C | -0.5 | 7.8% | 3 | -9 | -4 | 5% | -8 | -1 | 6
CN(C)S(=O)(=O)c1cccc(C(=O)OCC(=O)NCc2ccccc2)c1 | 0.4 | -0.2% | -2 | -3 | 1 | -21% | 11 | 1 | ·
COc1ccccc1C(=O)N1CC(=O)Nc2ccc(C)cc2C1c1ccc(F)cc1 (stereo unspecified) | 0.7 | -0.7% | 4 | -8 | -4 | -11% | 3 | 1 | -3
O=C(CCc1nc2ccccc2c(=O)[nH]1)NNC(=O)COc1ccccc1Cl | 0.0 | 0.7% | -9 | -2 | 6 | · | 4 | 1 | -1
CC(C)CNC(=O)C1CCN(S(=O)(=O)c2ccc(-n3cnnn3)cc2)CC1 | -0.1 | 0.2% | 11 | -2 | -13 | -6% | 11 | 2 | 7
COc1ccc(S(=O)(=O)NC2CC(C)(C)NC(C)(C)C2)cc1C(C)C | 1.0 | 2.3% | 5 | -3 | 3 | 2% | 2 | 5 | 0
COc1ccc(CNC(=O)CSc2nnc(NC(=O)C3CC3)s2)cc1 | 0.0 | ? | -19 | -6 | 5 | 7% | 0 | -1 | ·
CC(C)c1ccc(NC(=O)c2cc(S(=O)(=O)N(C)C3CCCCC3)ccc2F)cc1 | 0.3 | 2.5% | -12 | 0 | -5 | -6% | 8 | 3 | -9
CCOC(=O)c1c(NC(=O)CSc2nnc(-c3ccccc3C)n2C)sc(C(C)=O)c1C | -1.4 | 2.6% | -8 | -5 | 7 | ? | -1 | 1 | -1
COC(=O)c1cnn(-c2cc(Oc3ccccc3)ncn2)c1N | -0.5 | 1.0% | -17 | -6 | -2 | -3% | 1 | 10 | 9
COc1cc(NC(=O)C2CC(=O)NC3=C2C(=O)CCC3)c(OC)cc1Cl (stereo unspecified) | -0.1 | -2.2% | -23 | -2 | -4 | -16% | 0 | 2 | -4
Cc1ccc(NC(=O)c2ccnc(C(C)(C)C)c2)cc1 | -0.2 | -4.7% | -8 | 0 | -3 | -10% | 2 | 1 | -8
COc1ccc(-n2nnnc2C2CCN(S(=O)(=O)c3cccc(Cl)c3C)CC2)cc1 | 2.2 | -0.3% | -11 | -2 | -3 | 84%[activator] | -3 | 0 | ·
O=C(CCc1ccccc1)Nc1nc2ccc(S(=O)(=O)N3CCOCC3)cc2s1 | 0.2 | 14% | -9 | 9 | -7 | -8% | -5 | 8 | 3
CCc1ccc(NC(=O)CSCc2nc(N)nc(Nc3ccccc3CC)n2)cc1 | -0.9 | -1.4% | -1 | 0 | -36* | -13% | -4 | -1 | -1
COc1cc(CNCCO)cc(Br)c1OCc1ccccc1Cl | 0.7 | -0.4% | -76* | 5 | 9 | ? | 2 | 69* | -4
COc1cc(C(C(=O)NC2CCCCC2)N(C(=O)c2cnccn2)c2ccccc2)cc(OC)c1OC (stereo unspecified) | 0.6 | -0.5% | 3 | 1 | 20 | -9% | 0 | 0 | -4
Cc1cccc(NC(=S)NCc2ccccc2Cl)c1C | -0.7 | 1.4% | -1 | 4 | -13 | 6% | 4 | 3 | 6
CCOC(=O)c1ccccc1NC(=O)N1CCN2CCCCC2C1 (stereo unspecified) | -0.2 | 0.3% | -15 | 0 | -10 | 118%[activator] | 4 | 0 | -6
O=C1CC(N2CCN(c3ccc(Cl)c(Cl)c3)CC2)C(=O)N1 (stereo unspecified) | -0.4 | -0.2% | -1 | -16 | -21 | -10% | 16 | 32* | 1
O=C(NCCCN1CCOCC1)c1cccc(S(=O)(=O)N2CCN(c3ccccc3)CC2)c1 | -0.1 | 0.5% | -15 | 1 | -1 | · | 9 | 2 | 13
CCN(CC)c1nc(N)c2c(N)nc3c(c2c1C#N)CC(c1ccccc1)O3 (stereo unspecified) | -0.7 | 0.5% | -12 | -1 | 13 | -3% | 8 | 1 | 16
CC(C)(C)c1ccc(CSc2nc(N)cc(=O)[nH]2)cc1 | -0.4 | 0.0% | -37 | -1 | -19 | 1% | -6 | 18 | 1
O=[N+]([O-])c1ccc(-c2c(-c3ccccc3)ncc3ccc(F)cc23)cc1 | -1.1 | 1.6% | · | -8 | · | · | 0 | 1 | -6
COC(=O)C1=C(NC(=O)c2cccc(OC)c2)CCS1 | -1.4 | 2.1% | 15 | 1 | -8 | 93%[activator] | -4 | 2 | 15
COc1ccc(-c2cc(-c3ccc(F)cc3)nc3c2COc2ccc(F)cc2-3)cc1 | 2.4 | 4.7% | · | 5 | 2 | 1% | 6 | 1 | -9
O=C(CSc1c2c(nc3ccccc13)CCC2)Nc1ccc(F)cc1 | 0.9 | 1.9% | 19 | 0 | 1 | -15% | -7 | -1 | -5
CC(=O)c1ccc(NC(=O)c2cc(-c3cccs3)on2)cc1 | 0.1 | 4.4% | 13 | 1 | -8 | 9% | -2 | 3 | ·
CC(C)CNC(=O)C1CCN(c2ccc(S(=O)(=O)N3CCOCC3)cc2[N+](=O)[O-])CC1 | 0.4 | 1.7% | 14 | -2 | 17 | -5% | 4 | 4 | 1
Cc1ccc2c(c1)C1OCCC1C1N2C(=O)C2C(C(=O)O)C3C=CC21O3 (stereo unspecified) | 0.2 | 0.7% | -21 | -4 | -29 | 37%[activator] | -6 | -1 | 10
Cc1ccc(CNC(=O)CSc2nc(=O)[nH]c3c2CCCC3)cc1 | 0.3 | 9.0% | 3 | -2 | · | -4% | 1 | 0 | 18
COc1ccccc1NC(=O)CSc1oc(-c2ccccc2)nc1S(=O)(=O)c1ccccc1 | 0.9 | 4.3% | -15 | 0 | 12 | -9% | 1 | 4 | 22
C[C@@]12C(=O)N(CCO)CC(=O)N1[C@H](/C=C/c1ccccc1)[C@@H]1C(=O)N(c3ccccc3)C(=O)[C@@H]12 | 0.8 | 2.6% | · | 2 | 6 | -5% | 6 | 2 | 10
Cc1ccc(NC(=O)c2c(-c3ccccc3Cl)noc2C)nc1 | -0.8 | 0.1% | 16 | -2 | 8 | -13% | 1 | 1 | 13
CCOC(=O)c1nn(-c2cccc(C)c2)c2nc(-c3ccccc3)c(C#N)c(=O)n12 | -0.2 | 1.7% | 6 | -4 | 9 | -19% | -3 | 2 | -9

Complete entries, looked up by structure. Order of values: TRHR agonist	RXFP1 ag	RXFP1 antagonist	D1 potentiator	D1 antagonist	Anesthetic bind	TRHR enhancer	D1 agonist	D2 PAM
COc1cc(C(C(=O)NC2CCCCC2)N(C(=O)c2cnccn2)c2ccccc2)cc(OC)c1OC (stereo unspecified) is listed with 0.6	-0.5%	3	1	20	-9%	0	0	-4
CCOC(=O)c1ccccc1NC(=O)N1CCN2CCCCC2C1 (stereo unspecified) is listed with -0.2	0.3%	-15	0	-10	118%[activator]	4	0	-6
COc1ccc(S(=O)(=O)NC2CC(C)(C)NC(C)(C)C2)cc1C(C)C is listed with 1.0	2.3%	5	-3	3	2%	2	5	0

(listing goes on)
SMILES | TRHR agonist | RXFP1 ag | RXFP1 antagonist | D1 potentiator | D1 antagonist | Anesthetic bind | TRHR enhancer | D1 agonist | D2 PAM
COc1ccc(Cn2nnc(C(=O)Nc3cc(OC)ccc3OC)c2N)cc1 | 1.8 | -0.9% | · | -2 | 23 | -14% | 7 | 0 | 14
Cc1ccc2c(CC(=O)NC3CCS(=O)(=O)C3)coc2c1C (stereo unspecified) | 0.2 | 0.7% | 1 | -6 | -17 | -4% | -5 | 2 | -4
O=C(Nc1ccccc1C(=O)O)c1ccc(NC(=O)C2CCCCC2)cc1 | 0.2 | 0.6% | ? | 1 | -17 | 0% | 14 | 1 | 13
CCOc1cccc(-c2nnc(SCC(=O)NC3CC3)n2C)c1 | 0.8 | 0.5% | -7 | 3 | 13 | -2% | -1 | 3 | 8
OC[C@H]1O[C@@H](Oc2ccc3cc(Br)ccc3c2)[C@H](O)[C@@H](O)[C@H]1O | 0.2 | 9.3% | 11 | -2 | -9 | · | -1 | 1 | -3
Fc1ccc(-c2ccc(/C=N/n3cnnc3)o2)cc1 | -1.4 | 2.5% | 6 | -3 | 5 | -7% | 6 | 2 | ·
CCOC(=O)c1c(NC(=O)COc2ccc(CC)cc2)sc2c1CCCC2 | 0.4 | -0.5% | · | -2 | 10 | -7% | -2 | 0 | -6
Oc1ccc2ccccc2c1CN1CCN(c2ccccc2)CC1 | 0.0 | 0.7% | -1 | -1 | 1 | -6% | 2 | 3 | -5
CCCc1cc(=O)n2[nH]c(-c3ccc(C)cc3)cc2n1 | -0.3 | 2.3% | -6 | -6 | -9 | -10% | -2 | 1 | -22
CNc1ccc(Br)cc(C(=O)/C=C/c2ccc(OC)cc2OC)c1=O | 0.8 | 0.9% | · | -9 | 5 | 6% | 0 | 9 | 5
Cc1cccc(CN2C(=O)N/C(=C/c3ccc(C)s3)C2=O)c1 | 9.1 | 0.2% | -13 | -3 | 1 | -12% | -8 | 20 | -12
CC(C)c1ccc(/C=N/NC(=O)c2c(Cl)cnn2C)cc1 | -0.2 | -0.1% | -9 | -5 | -12 | -13% | 9 | 3 | ·
COC(=O)c1c(C)[nH]c(C(=O)COC(=O)c2c(C)noc2C)c1C | -0.1 | 0.3% | -1 | 1 | -4 | · | 2 | 3 | 7
COc1ccc(Cn2c(-c3ccc(C)cc3)nc3c(c(=O)c4ccccc4n3C)c2=O)cc1 | -0.6 | 4.4% | 2 | 3 | 0 | -14% | -4 | 39* | -3

A portion of the library, so the mix of outcomes need not match the whole.
